Source: PubChem
SNCA viab count = counter-screen for SNCA expression inhibitors: cell viability. HEK-293-SNCA-luc viability, GF-AFC fluorescence, 24 h. Potency, µM (highest dose often 57.1 µM), for the others: top-dose activity change, negative = cytotoxicity, hits mostly cytotoxic. 0.12% of 150,000 active. AID 1671193;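 also: potency is read from the fitted curve at half-maximal effect; 0% = DMSO-treated cells and -100% = medium-only wells without cells; nearly all actives have a fitted effect of over 30% in size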
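Cytotoxicity counterscreen: after 24 h compound treatment of genome-edited SNCA-luciferase HEK-293 cells, live-cell protease substrate GF-AFC read by fluorescence after 30 min; activity scaled between DMSO (0%) and medium-only (-100%), curves Hill-fitted.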
HEK293 tox = HEK 293 cell cytotoxicity; HEK 293 viability, ATP luminescence (CellTiter-Glo), 48-72 h; Potency, µM (titrated, usually from 115 µM), without a hit: top-dose activity change, negative = cytotoxicity, hits mostly inhibitors; 6.6% of 94,000 active; AID 1345083; also: potency is read from the fitted curve at half-maximal effect; nearly all actives have a fitted effect of over 60% in size
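Luminescence from cellular ATP, measured with CellTiter-Glo, indicates HEK 293 viability. Cells plated at 250 cells/well are treated with compound for 48 or 72 hr at 37 degree Celsius before reagent addition.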
SNCA expr inhib = inhibitors of alpha-synuclein (SNCA) gene expression; HEK-293 SNCA-luciferase knock-in, luminescence, 24 h; Potency, µM (highest dose often 57.2 µM), for inactives: top-dose activity change, negative = inhibition, most hits filed as inhibitors; 0.17% of 140,000 active;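 also: potency is read from the fitted curve at half-maximal effect; plate controls were DMSO cells for no effect and cell-free wells for full effect; nearly all actives have a fitted effect of over 45% in size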
Luciferase inh = blocks purified firefly luciferase enzyme activity; AID 1347043; 2.5% of 76,000 active; Potency, µM (titrated, usually from 115 µM), without a hit: at the highest dose activity change, negative = inhibition, usual class: inhibitors; purified P. pyralis luciferase, luminescence, biochemical; also: potency is read from the fitted curve at half-maximal effect; nearly all actives have a fitted effect of over 65% in size
Target sequence (P08659 whole entry, looked up): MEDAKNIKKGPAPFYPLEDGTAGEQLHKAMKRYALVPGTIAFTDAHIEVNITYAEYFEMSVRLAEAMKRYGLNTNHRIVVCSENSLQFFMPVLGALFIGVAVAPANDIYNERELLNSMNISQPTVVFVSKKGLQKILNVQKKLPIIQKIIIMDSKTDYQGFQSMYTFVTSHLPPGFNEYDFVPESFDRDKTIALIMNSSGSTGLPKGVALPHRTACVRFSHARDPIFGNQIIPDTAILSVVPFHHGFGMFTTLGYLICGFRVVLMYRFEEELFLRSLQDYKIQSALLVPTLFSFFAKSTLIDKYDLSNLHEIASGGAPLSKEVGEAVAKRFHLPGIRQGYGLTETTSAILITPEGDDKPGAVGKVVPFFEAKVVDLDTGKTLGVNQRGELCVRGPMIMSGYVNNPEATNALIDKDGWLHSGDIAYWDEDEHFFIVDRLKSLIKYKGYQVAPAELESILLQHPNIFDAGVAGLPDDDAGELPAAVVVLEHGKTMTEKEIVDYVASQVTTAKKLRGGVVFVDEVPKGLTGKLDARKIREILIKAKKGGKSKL
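Cell-free enzyme assay, 10nM P. pyralis luciferase, luciferin and ATP each at 10uM. Inhibition profiled over a 6-point titration, read as luminescence.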
IP6K1 inh = blocks human inositol hexakisphosphate kinase 1 | Q92551 | 0.81% of 140,000 active | IP6K1 kinase, ADP-Glo luminescence, 2 h; stronger effect = lower value | AID 1645851 | activity change, % (series mostly up to about 58 µM); in the data active = activity change below about -25%
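ADP-Glo luminescence measures ADP made by human IP6K1 during a 2 h RT reaction with ATP/IP6 (mix at 1.3 mM/130 uM); top library doses 57.5 and 19.1 uM final.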
GPT2 inh = inhibitors of human GPT2 alanine aminotransferase; Q8TD30; Recombinant GPT2, coupled pyruvate oxidase/HRP Amplex Red fluorescence; Potency, µM (doses to about 57.7 µM), for inactives: at the highest dose activity change, negative = inhibition, hits mostly inhibitors; 0.25% of 100,000 active; AID 1671188; also: potency is read from the fitted curve at half-maximal effect; nearly all actives have a fitted effect of over 60% in size; many of its hits are not listed in these tables
Target sequence (Q8TD30 whole entry, looked up): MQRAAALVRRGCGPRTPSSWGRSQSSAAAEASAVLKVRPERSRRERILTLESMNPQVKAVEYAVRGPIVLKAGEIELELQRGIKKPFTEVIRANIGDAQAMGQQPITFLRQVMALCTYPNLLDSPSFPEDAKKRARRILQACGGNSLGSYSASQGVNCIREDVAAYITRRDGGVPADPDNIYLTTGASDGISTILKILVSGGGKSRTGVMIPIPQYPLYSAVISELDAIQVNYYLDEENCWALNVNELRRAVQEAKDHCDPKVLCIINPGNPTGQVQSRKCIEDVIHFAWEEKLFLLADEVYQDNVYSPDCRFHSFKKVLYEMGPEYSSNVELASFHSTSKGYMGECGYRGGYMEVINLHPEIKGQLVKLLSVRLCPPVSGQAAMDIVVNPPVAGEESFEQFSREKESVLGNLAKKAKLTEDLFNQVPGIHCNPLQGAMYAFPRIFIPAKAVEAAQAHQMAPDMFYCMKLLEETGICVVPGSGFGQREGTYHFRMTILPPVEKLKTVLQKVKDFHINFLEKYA
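Fluorescence of coupled pyruvate oxidase/HRP/Amplex Red system (50uM Amplex, 30 min, dark) reports pyruvate formed by GPT2. Enzyme reaction: 10ng/uL GPT2, 2mM L-alanine, 250uM a-KG, 30 min room temperature, pH 7.5; 50uM AOA control.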
3T3 cytotox = NIH 3T3 cell cytotoxicity; Potency, µM (titrated, usually from 96.7 µM), for inactives: at the highest dose activity change, negative = cytotoxicity, usual class: inhibitors; NIH 3T3 viability, CellTiter-Glo ATP luminescence, 48-72 h; 4.3% of 94,000 active; AID 1345082; also: potency is read from the fitted curve at half-maximal effect; nearly all actives have a fitted effect of over 55% in size
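First NIH 3T3 cells are plated at 400 cells/well; next compound is pinned in; then plates incubate 48 or 72 hr at 37 °C; finally CellTiter-Glo is added and luminescence read after 10 min.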
An asterisk follows results filed as active; & = joins results of further samples; [ ] = another dose, or the depositor's remark. Unless noted, calls follow the shape of the dose curve; as a rule, active = well fitted curve in the direction sought with a large enough effect; inconclusive = small, poorly fitted or top-dose-only effect, or another doubt; inactive = no such curve, though single readings can be large; an effect the other way counts as inactive or inconclusive. Unless noted, % is scaled to controls: 0 for no effect and ±100 for the full control effect.

C1CCC(CN2CCn3c(nnc3C3CCCNC3)C2)CC1 (stereo not given) was read as SNCA viab count -30%, HEK293 tox -5%, SNCA expr inhib -28%, Luciferase inh -11%, IP6K1 inh 5, GPT2 inh 3% and 3T3 cytotox inactive.
For O=C(c1cc(F)ccc1F)N1CCC(n2cc(-c3nc(-c4ccccc4)no3)nn2)CC1 the results were SNCA viab count 7%, HEK293 tox inconclusive, SNCA expr inhib 63%[activator], Luciferase inh -21%, IP6K1 inh 1, GPT2 inh inactive and 3T3 cytotox inconclusive.
For COc1cc2nc(N3CCN(C(=O)c4ccco4)C4CCCCC43)nc(N)c2cc1OC (stereo not given) the results were SNCA viab count inconclusive, IP6K1 inh -5 and GPT2 inh -5%.
CCOc1ccc(-n2c(SCC(=O)NCc3ccco3)nc3c([nH]c4ccccc43)c2=O)cc1 was read as SNCA viab count 2%, SNCA expr inhib 17% and IP6K1 inh -14.
Screening COc1ccc(-c2ccc(NC(=O)c3ccccc3C)cc2)nn1 returned HEK293 tox 40µM*, IP6K1 inh -6 and 3T3 cytotox inconclusive.
`COC(=O)c1ccccc1S(=O)(=O)N1CCC2(CCCNC2)C1` (stereo not given) gave SNCA viab count 11%, HEK293 tox -13%, SNCA expr inhib 17%, Luciferase inh -1%, IP6K1 inh 6, GPT2 inh inconclusive and 3T3 cytotox -7%.
`O=[S+]1([O-])NC2(CCN(Cc3ccc(F)cc3)C2)CNc2ccccc21` (stereo not given) gave SNCA viab count -7%, HEK293 tox inconclusive, SNCA expr inhib -8%, Luciferase inh -6%, IP6K1 inh 16, GPT2 inh inactive and 3T3 cytotox -22%.
For C[N+](C)(C)CC(=O)O the results were SNCA viab count 4%, SNCA expr inhib 9%, IP6K1 inh 7 and GPT2 inh 4%.
`CCc1ccc(OCC(=O)Nc2ccc(S(=O)(=O)Nc3onc(C)c3C)cc2)cc1` gave SNCA viab count 15%, SNCA expr inhib -3% and IP6K1 inh -6.
Screening COc1cccc(CN2C(=O)OC3(CCN(C(=O)C4CCC(OC)CC4)CC3)C2(C)c2cccnc2)c1 (stereo not given) returned SNCA viab count 3%, HEK293 tox inactive, SNCA expr inhib -4%, Luciferase inh 3%, IP6K1 inh -5, GPT2 inh -4% and 3T3 cytotox inconclusive.
Screening CCc1ccc(NC(=O)Cn2cnc3sc(C)c(S(=O)(=O)N4CCN(c5ccccc5OC)CC4)c3c2=O)cc1 returned SNCA viab count 6%, SNCA expr inhib -6% and IP6K1 inh 28.
O=C(O)CCCn1cc(NC(=O)COc2ccccc2F)cn1 was read as SNCA viab count 1%, SNCA expr inhib inconclusive and IP6K1 inh -23.
For COc1cccc(NC(=O)CC2C(=O)OCCN2Cc2ccccc2)c1 (stereo not given) the results were SNCA viab count 9%, SNCA expr inhib 6% and IP6K1 inh -48*.
For CCN1CCN(c2nnc(-n3cccc3C(=O)NCc3ccccc3OC)s2)CC1 the results were SNCA viab count -19%, SNCA expr inhib 7% and IP6K1 inh 22.
Screening COC(=O)[C@@H](Cc1cccnc1)NC(=O)[C@H]1CN(S(=O)(=O)c2ccccc2)CCN1C(=O)NC(C)C returned SNCA viab count -8%, HEK293 tox -4%, SNCA expr inhib -11%, Luciferase inh 2%, IP6K1 inh -7, GPT2 inh inactive and 3T3 cytotox inactive.
For Cc1ccc(OCC(=O)Nc2ccc(Cl)c(-c3nc4ccccc4[nH]3)c2)cc1C the results were SNCA viab count -22%, SNCA expr inhib inconclusive and IP6K1 inh -14.
For O=C1NCc2ccccc2CC12CCCN(Cc1ccccc1OC(F)(F)F)C2 (stereo not given) the results were SNCA viab count 1%, HEK293 tox inconclusive, SNCA expr inhib inconclusive, IP6K1 inh 1, GPT2 inh inconclusive and 3T3 cytotox inconclusive.
CC1CCN(S(=O)(=O)c2ccc3c(ccn3CCC(=O)NCc3ccc(N(C)C)cc3)c2)CC1 was read as SNCA viab count -7%, SNCA expr inhib -14% and IP6K1 inh 17.
Screening Cc1nn(-c2ccccc2)c2c1C(C(C)C)N(C1CN([S+](=O)([O-])C(C)C)C1)C2=O (stereo not given) returned HEK293 tox -13%, IP6K1 inh 7 and 3T3 cytotox -19%.
`O=C1Nc2ccccc2CNC12CCN(CC1CCOCC1)CC2` gave SNCA viab count -3%, HEK293 tox inactive, SNCA expr inhib -6%, IP6K1 inh 21, GPT2 inh inactive and 3T3 cytotox inactive.
Screening O=C(Cc1ccc2c(c1)OCO2)N1CCOCC2(CN(Cc3cc(F)cc(F)c3)C2)C1 returned SNCA viab count inconclusive, HEK293 tox 56µM*, SNCA expr inhib -27%[87.6 µM], Luciferase inh -1%[172 µM], IP6K1 inh 33, GPT2 inh -9%[88.5 µM] and 3T3 cytotox 35µM*.
For CCCC1(CO)CCCN(C(=O)CCn2ccc(=O)[nH]c2=O)C1 (stereo not given) the results were SNCA viab count 4%, HEK293 tox -8%, SNCA expr inhib -9%, Luciferase inh 0%, IP6K1 inh 8, GPT2 inh 4% and 3T3 cytotox -3%.
Screening Cc1nc2cnccn2c1C(=O)NCc1ccc(C(F)(F)F)cc1 returned HEK293 tox -9%, IP6K1 inh 4 and 3T3 cytotox inconclusive.
`COc1ccc(CN2CCCCC23Cc2ccccc2CNC3=O)c(OC)c1` (stereo not given) gave SNCA viab count -10%, HEK293 tox -18%, SNCA expr inhib 23%, IP6K1 inh -13, GPT2 inh -8% and 3T3 cytotox -13%.
`COc1cc2nc(SCc3cccc(Cl)c3)n3nc(CCn4nc(C)cc4C)nc3c2cc1OC` gave SNCA viab count 4%, SNCA expr inhib 14% and IP6K1 inh 13.
For CC(C)CC1OC(=O)C2CCCN2C(=O)CCNC(=O)C(Cc2ccccc2)NC(=O)C(C(C)C)N(C)C(=O)C(C(C)C)N(C)C1=O (stereo not given) the results were SNCA viab count -20%[23.9 µM], IP6K1 inh 15 and GPT2 inh -1%[17.1 µM].
O=C1CC(c2ccccc2)N(Cc2ccncc2)CCCN(C(=O)CN2C(=O)CCC2=O)CCN1 (stereo not given) was read as SNCA viab count -8%, HEK293 tox inconclusive, SNCA expr inhib -15%, Luciferase inh 2%, IP6K1 inh 31, GPT2 inh 3% and 3T3 cytotox -15%.
For O=C(Nc1ccccc1C(F)(F)F)N1Cc2ccccc2Oc2ncccc21 the results were SNCA viab count 2%, SNCA expr inhib 23% and IP6K1 inh -5.
Screening Cc1nc(C)c(C(=O)N2CC(Oc3cccc(-c4nc(-c5ccccc5)no4)c3)C2)s1 returned SNCA viab count -13%, HEK293 tox 40µM*, SNCA expr inhib 5%, Luciferase inh inconclusive, IP6K1 inh -3, GPT2 inh 2% and 3T3 cytotox inconclusive.
For CCCNCC(O)COc1ccccc1C(=O)CCc1ccccc1 (stereo not given) the results were SNCA viab count 0%, SNCA expr inhib 2%, IP6K1 inh -6 and GPT2 inh -5%&-4%.
For CCO[C@H]1CN(C(=O)CCNC(=O)c2cccc(OC)c2)C[C@@H]1O the results were SNCA viab count 2%, HEK293 tox -11%, SNCA expr inhib -38%, Luciferase inh 11%, IP6K1 inh -12, GPT2 inh inactive[11.5 µM] and 3T3 cytotox -8%.
Screening COc1cccc(CC(=O)NCc2nnc3c(-c4nc(C(C)C)no4)cccn23)c1 returned SNCA viab count -13%, HEK293 tox 0%, SNCA expr inhib -20%, Luciferase inh 8%, IP6K1 inh 0, GPT2 inh 1% and 3T3 cytotox 0%.
`CC(C)CNC(=O)C1c2ccccc2C(=O)N(Cc2ccco2)C12CCCC2` (stereo not given) gave SNCA viab count -1%, HEK293 tox inconclusive, SNCA expr inhib -20%, Luciferase inh -5%, IP6K1 inh 38, GPT2 inh -29% and 3T3 cytotox -23%.
`O=C(C1CCCN1Cc1ccc(-c2cncnc2)cc1)N1CCN(Cc2ccccc2)CC1` (stereo not given) gave SNCA viab count -1%, HEK293 tox inconclusive, SNCA expr inhib 6%, IP6K1 inh 5, GPT2 inh -3% and 3T3 cytotox inconclusive.
CCCCN(Cc1ccccc1)Cc1nc(-c2ccc(C(=O)OC)cc2)no1 was read as SNCA viab count 4%, HEK293 tox -11%, SNCA expr inhib 116%[activator], Luciferase inh 8.9µM*, IP6K1 inh -7, GPT2 inh inactive and 3T3 cytotox -11%.
`Cc1ccc(NC(=O)CN2C(=O)C(c3ccc(C(C)(C)C)cc3)=NC2(C)C)cc1` gave SNCA viab count -13%, SNCA expr inhib -18% and IP6K1 inh 20.
Screening Cc1ccc(OCC(=O)N2CCC(Cc3n[nH]c(C)n3)CC2)cc1 returned SNCA viab count 3%, HEK293 tox -15%, SNCA expr inhib -12%, Luciferase inh 2%, IP6K1 inh 10, GPT2 inh inactive and 3T3 cytotox -2%.
Screening COc1ccccc1NC(=O)Cn1c(=O)n(Cc2ccco2)c(=O)c2oc3ccccc3c21 returned SNCA viab count inconclusive, SNCA expr inhib 3% and IP6K1 inh -11.

Part of the list above in order of length of the SMILES, highest first.
For CC(C)CC1OC(=O)C2CCCN2C(=O)CCNC(=O)C(Cc2ccccc2)NC(=O)C(C(C)C)N(C)C(=O)C(C(C)C)N(C)C1=O (stereo not given) the results were SNCA viab count -20%[23.9 µM], IP6K1 inh 15 and GPT2 inh -1%[17.1 µM].
O=C1CC(c2ccccc2)N(Cc2ccncc2)CCCN(C(=O)CN2C(=O)CCC2=O)CCN1 (stereo not given) was read as SNCA viab count -8%, HEK293 tox inconclusive, SNCA expr inhib -15%, Luciferase inh 2%, IP6K1 inh 31, GPT2 inh 3% and 3T3 cytotox -15%.
`Cc1ccc(NC(=O)CN2C(=O)C(c3ccc(C(C)(C)C)cc3)=NC2(C)C)cc1` gave SNCA viab count -13%, SNCA expr inhib -18% and IP6K1 inh 20.
`O=C(C1CCCN1Cc1ccc(-c2cncnc2)cc1)N1CCN(Cc2ccccc2)CC1` (stereo not given) gave SNCA viab count -1%, HEK293 tox inconclusive, SNCA expr inhib 6%, IP6K1 inh 5, GPT2 inh -3% and 3T3 cytotox inconclusive.
For CCO[C@H]1CN(C(=O)CCNC(=O)c2cccc(OC)c2)C[C@@H]1O the results were SNCA viab count 2%, HEK293 tox -11%, SNCA expr inhib -38%, Luciferase inh 11%, IP6K1 inh -12, GPT2 inh inactive[11.5 µM] and 3T3 cytotox -8%.
`CC(C)CNC(=O)C1c2ccccc2C(=O)N(Cc2ccco2)C12CCCC2` (stereo not given) gave SNCA viab count -1%, HEK293 tox inconclusive, SNCA expr inhib -20%, Luciferase inh -5%, IP6K1 inh 38, GPT2 inh -29% and 3T3 cytotox -23%.
For O=C(Nc1ccccc1C(F)(F)F)N1Cc2ccccc2Oc2ncccc21 the results were SNCA viab count 2%, SNCA expr inhib 23% and IP6K1 inh -5.

A portion of the library (hit frequency here may not be typical).
